# High-throughput results as filed in PubChem BioAssay.
# GPR55 antagonists: GPR55 antagonists blocking LPI-driven arrestin recruitment, primary screen, imaging, U2OS, beta-arrestin-GFP, LPI agonist (AID 2013). 0.13% of 290,000 active. inhibition, % at 10 µM; hits with a dose series show IC50 in µM. U2OS GPR55 beta-arrestin-GFP translocation imaging, LPI antagonism; higher % means a stronger effect;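 active = spots per cell inhibited over 60%, with over 100 cells counted and total cytoplasm intensity under 500,000; inconclusive = wells with under 100 cells, flagged as likely toxic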;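 also: U2OS cells stably carrying GPR55 and arrestin-GFP stimulated by 5 µM LPI near EC80; imaged beta-arrestin-GFP aggregate spots per cell after agonist stimulation; plate controls were LPI-stimulated DMSO wells for no effect and DMSO wells without LPI for full effect; some results filed as inactive read as strong as hits; confirmed hits need IC50 under 10 µM and bright autofluorescent wells are also inconclusive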
# NS5 inhibitors: Dengue-2 NS5 methyltransferase inhibitors, primary screen, biochemical, confirmation dose response (AID 588689); Dengue-2 NS5 methyltransferase capping enzyme assay, biochemical; higher % means a stronger effect; inhibition, % at 25 µM; hits with a dose series show IC50 in µM; 0.3% of 340,000 active; in the data active = a potency from the dose series; inconclusive = inhibition above about 29% without an active follow-up result
# NTR1 agonist: NTR1-driven beta-arrestin-GFP spot formation – imaging, U2OS cells, high content, primary screen (AID 493036). P30989. agonist mode. activation, % at 20 µM. 0.17% of 330,000 active;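 active = activation at or above 40% of the spot to cytoplasm intensity ratio, with at least 20 cells analyzed; inconclusive = wells under 20 cells, flagged as cytotoxic or low count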;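 also: 0% = DMSO without peptide and 100% = 100 nM NTR1 peptide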
# Target sequence (P30989 whole entry, looked up): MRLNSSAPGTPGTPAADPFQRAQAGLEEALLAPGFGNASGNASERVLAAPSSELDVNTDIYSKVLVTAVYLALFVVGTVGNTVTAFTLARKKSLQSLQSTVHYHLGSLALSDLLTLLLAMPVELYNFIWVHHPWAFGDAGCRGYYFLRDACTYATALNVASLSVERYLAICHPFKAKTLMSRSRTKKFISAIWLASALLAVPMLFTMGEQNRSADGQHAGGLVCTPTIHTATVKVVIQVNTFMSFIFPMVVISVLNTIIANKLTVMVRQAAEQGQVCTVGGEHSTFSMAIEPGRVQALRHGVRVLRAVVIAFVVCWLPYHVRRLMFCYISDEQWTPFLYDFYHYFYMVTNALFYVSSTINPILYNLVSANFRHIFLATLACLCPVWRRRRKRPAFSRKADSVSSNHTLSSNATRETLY
# Yfh1-depleted yeast: mitochondrial function rescue without frataxin homolog – Friedreich's ataxia, plus single-dose screen, dose response (AID 1465); one-dose fold induction at 50 µM; EC50 in µM for titrated hits; S. cerevisiae Yfh1-off respiration, WST-1 reduction, 72 h; higher fold induction means a stronger effect; 0.074% of 220,000 active;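 active = fold induction of absorbance versus untreated yeast above a set limit, then at least 30% activation at any dose in follow-up; inconclusive = repeats straddling the limit, or above it without dose testing; inactive = fold induction below the set limit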;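 also: activators that raise dye reduction in frataxin-depleted yeast; strong numbers were not always called active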
# Rac1 GTP hydrolysis: MgcRacGAP GTPase-activating activity inhibitors, confirmation, biochemical, ADP Hunter fluorescence | MgcRacGAP-stimulated Rac1 GTP hydrolysis, ADP Hunter fluorescence; higher % means a stronger effect; GST-tagged Rac1 F28L mutant substrate | one-dose inhibition, % at 30 µM; IC50 in µM for titrated hits | 0.6% of 340,000 active | AID 624330;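 active = first-screen hits whose inhibition reached a set limit at any dose in the follow-up dose series; inconclusive = inhibition above the set first-screen limit but never retested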;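 also: fluorescence reports GDP produced by GAP-driven GTP hydrolysis; strong numbers were not always called active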
# AID2073: inhibitors of Mint1-CaV2.2 protein interaction, biochemical, HTRF (AID 2073); HTRF protein-protein interaction, Mint1-CaV2.2; higher % means a stronger effect; one-dose inhibition, % at 20 µM; IC50 in µM for titrated hits; 0.19% of 290,000 active; in the data active = inhibition mostly above about 51%, no sharp cut-off; inconclusive = no clear call, values can overlap the other calls; inactive = mostly below about 53%; also: some results filed as inactive read as strong as hits
# GPR55 beta-arrestin: GPR55 agonists via beta-arrestin recruitment, primary screen, imaging, U2OS cells, beta-arrestin-GFP redistribution (AID 1961) | 0.048% of 290,000 active | one-dose activation, % at 10 µM; EC50 in µM for titrated hits | U2OS GPR55 beta-arrestin-GFP redistribution imaging; higher % means a stronger effect;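 active = activation above 40% with more than 50 cells counted in the well; inconclusive = wells holding fewer than 50 cells, flagged as toxic or sparse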;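 also: U2OS osteosarcoma cells stably expressing GPR55 and beta-arrestin-GFP; plate controls were DMSO negative control for no effect and LPI positive control for full effect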
# Large T inhibition: TAg ATPase/helicase activity blockers – biochemical (AID 1903); SV40 large T antigen ATPase/helicase inhibition assay; higher % means a stronger effect; inhibition, % at 20 µM; hits with a dose series show IC50 in µM; 0.39% of 310,000 active; in the data active = a potency from the dose series; inconclusive = inhibition mostly from about 32% at the one dose, without a potency; inactive = the rest, 99 in 100 with inhibition below about 32%; also: strong numbers were not always called active
# GPR35 arrestin U2OS: GPR35 antagonists blocking zaprinast-driven arrestin recruitment, primary screen, imaging, U2OS, beta-arrestin-GFP, zaprinast agonist (AID 2058); U2OS GPR35 beta-arrestin-GFP translocation imaging, zaprinast antagonism; higher % means a stronger effect; inhibition, % at 10 µM; hits with a dose series show IC50 in µM; 0.052% of 290,000 active;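 active = inhibition of at least 50% with at least 30 cells and total cytoplasm GFP at most 10,000,000; inconclusive = under 30 cells or total GFP of 10,000,000 plus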
# NTR1 agonist cell count 20 µM: also measured in NTR1 agonist; calls as there; cell count; measured here: cell count, cytotoxicity flag
# NS5 inhibitors pilot replicate: recorded beside NS5 inhibitors, whose call it bears; inhibition, %; measured here: pilot screen replicate inhibition
# * hit, by the source's call; i = inactive; ? = inconclusive; . = not tested or not shown.
SMILES,GPR55 antagonists,NS5 inhibitors,NTR1 agonist,NTR1 agonist cell count 20 µM,Yfh1-depleted yeast,Rac1 GTP hydrolysis,AID2073,GPR55 beta-arrestin,Large T inhibition,GPR35 arrestin U2OS,others
Cc1ccc(CNC(=O)CSc2nc(=O)n3ccccc3n2)cc1,.,-8%,-0.3,45,.,12%,.,.,8%,.,
COc1ccccc1N/C(N)=N/c1nc(C)cc(C)n1,-6%,2%,-0.4,58,i,10%,4%,-1.9%,5%,-14%,
Cc1ccc2nc(NC(=O)C3CCCN(S(=O)(=O)c4cnc[nH]4)C3)sc2c1 (stereo not drawn),-16%,-2%,-4.0,49,i,5%,7%,-0.1%,5%,-26%,
CCn1nc(C(=O)NC2=NCCS2)c2ccccc2c1=O,14%,-5%,-1.4,50,i,7%,2%,-0.3%,22%,11%,
O=C(CSCCO)Nc1nccs1,-10%,4%,-2.1,64,i,9%,6%,-0.6%,11%,-1%,
CCc1ccc(C2C(C#N)=C(N)Oc3n[nH]c(CC(=O)OC)c32)cc1 (stereo not drawn),-10%,-2%,1.7,49,i,7%,17%,-0.4%,12%,-3%,
N/C(=N\NC(=O)c1ccccc1)c1cc2ccccc2oc1=O,1%,-7%,1.0,86,i,15%,6%,-0.8%,11%,6%,
O=C1N/C(=N/N=C/c2ccc(F)cc2)SC1c1ccccc1 (stereo not drawn),-1%,.,-0.6,49,i,.,4%,-0.2%,20%,6%,
Cc1ccc(NC(=S)NC2CCN(Cc3ccccc3)CC2)cc1C,12%,-2%,0.7,41,i,6%,-1%,0.1%,5%,1%,
Cc1ccc(S(=O)(=O)NCC(=O)OCc2ccccc2Br)cc1,7%,0%,2.0,39,i,4%,1%,-0.2%,1%,10%,
Cc1c(Br)c(O)c(Br)c2sc(=O)oc12,15%,62µM*,-1.8,79,i,?,11%,-0.2%,66%,-2%,
COc1ccc(OC)c(CC(=O)N2CCc3cc(OC)c(OC)cc3C2)c1,-8%,-8%,-0.4,43,.,5%,7%,1.8%,-2%,-5%,
CCn1c(NC(=O)Nc2cccc(C)c2C)cc2sccc21,-6%,1%,-0.6,91,.,3%,5%,-0.1%,11%,-1%,
Cc1ccccc1C(=O)NNC(=O)CCC(=O)Nc1cccc(Cl)c1C,14%,-3%,-0.6,62,i,-2%,35%,-0.4%,12%,5%,
Cc1c(CC(=O)O)c(=O)oc2c(C)c(OCc3ccc(F)cc3F)ccc12,2%,-3%,0.0,80,.,0%,3%,0.0%,12%,-1%,
CCCCN(C(=O)c1[nH]c(C)c(C(C)=O)c1C)c1c(N)n(CCCC)c(=O)[nH]c1=O,.,-9%,-0.1,57,.,2%,.,.,11%,.,
Cc1ccc(C)c(NC(=S)NC(C)C(c2ccccc2)N2CCN(C)CC2)c1 (stereo not drawn),15%,-4%,-0.9,60,i,2%,-10%,-0.1%,3%,-6%,
COc1ccccc1C(NC(C)=O)c1c(O)ccc2ccc(O)cc12 (stereo not drawn),.,14%,-1.5,54,.,12%,.,.,68%,.,
COc1cc(NS(=O)(=O)c2ccc(Cl)cc2)c(C(=O)O)cc1OC,-18%,-3%,1.8,48,i,9%,1%,-0.2%,10%,0%,
COc1ccc(N2CCn3c2nc2c3c(=O)n(CCN3CCOCC3)c(=O)n2C)cc1,-4%,.,.,.,.,.,-2%,0.3%,.,-7%,
CN(C)S(=O)(=O)c1ccc(C(=O)NCC(=O)N/N=C/c2ccco2)cc1,-11%,5%,-0.9,104,i,6%,-5%,-0.4%,8%,-3%,
CNc1oc(-c2cccs2)nc1S(=O)(=O)c1ccccc1,-4%,-8%,-1.6,48,i,-2%,5%,-0.1%,5%,-9%,
Cc1ccnc(NS(=O)(=O)c2cnc(Cl)c(Br)c2)c1,-4%,-2%,-1.0,63,i,2%,-9%,0.3%,17%,7%,
O=C(CSc1nnnn1Cc1ccccc1)Nc1ccc2c(c1)OCCO2,12%,2%,-0.5,56,i,10%,-7%,-0.2%,11%,10%,
CC(=O)c1ccc(NC(=S)NCCCN2CCOCC2)cc1,-1%,-11%,-0.5,17,i,7%,-11%,-0.2%,8%,1%,
Cc1ccc(NC(=O)/C=C/c2cccc([N+](=O)[O-])c2)nc1,6%,13%,-0.3,93,i,14%,24%,2.2%,30%,3%,
CC(C)c1ccc(C(=O)Nc2cccnc2)cc1,-8%,-14%,2.5,62,.,1%,8%,-0.1%,8%,2%,
CCNS(=O)(=O)c1ccc(CCC(=O)N2CCOCC2)cc1,8%,5%,-1.1,59,.,7%,-5%,-0.2%,6%,6%,
COc1ccc(C2C(C#N)=C(C)NC(C)=C2C(=O)OC(C)C)c(OC)c1 (stereo not drawn),37%,-9%,1.3,44,i,0%,4%,-0.4%,15%,-5%,
O=c1[nH]c(-[n+]2ccc3ccccc3c2)c(/C=N/N=C(\[O-])c2ccccc2)s1,8%,1%,-0.1,73,.,12%,-21%,-0.2%,24%,0%,
CC(C)c1ccc(NC(=O)[C@H](NC(=O)[C@@H]2Cc3ccccc3CN2)c2ccccc2)cc1,11%,-5%,4.8,66,.,-7%,5%,-0.2%,6%,14%,
Cc1ccc(NCN2C(=O)c3ccccc3C2=O)c(C)c1,2%,-5%,0.5,52,i,4%,-4%,-0.1%,3%,18%,
O=c1c2ccccc2c(-c2ccc(Br)cc2)nn1Cc1ccccc1,-2%,-1%,15,46,i,4%,0%,0.3%,17%,-8%,
Cc1cc(C)cc(CSCC(=O)NN=C2CCCCCC2)c1,0%,-3%,1.5,53,i,3%,0%,0.5%,4%,6%,
CC(C)c1ccc(NC(=O)C2C3C=CC4(O3)C2C(=O)N(CCN2CCOCC2)C4C(=O)NC2CCCCC2)cc1 (stereo not drawn),-3%,0%,2.2,46,.,6%,32%,-0.2%,6%,2%,
O=C(Cc1ccccc1)NC(=S)Nc1cccc(C(F)(F)F)c1,37%,-5%,24,58,i,6%,-10%,-0.2%,-1%,11%,
CCN(CC)CCN(Cc1cc2ccc(C)c(C)c2[nH]c1=O)C(=S)NCc1ccco1,-9%,-5%,0.1,43,i,5%,-4%,-0.3%,7%,10%,
CCOC(=O)C1CCN(C(=O)c2ccccc2NS(=O)(=O)c2ccc(C)cc2)CC1,5%,-4%,0.3,65,.,1%,9%,0.7%,6%,5%,
Cc1ccc2c(c1)nnn2C1CCN(C(=O)Nc2ccccc2C)CC1,8%,-4%,-0.5,78,i,7%,2%,0.0%,0%,-5%,
S=c1sc(SCCOc2ccccc2)nn1-c1ccccc1,-4%,-6%,1.2,63,i,8%,2%,-0.3%,23%,-2%,
Cc1c(NC2=NC3(CCCCC3)Cc3ccccc32)c(=O)n(C)n1-c1ccccc1,5%,-7%,0.1,87,i,9%,1%,0.2%,6%,0%,
COc1cccc(C(O)CC(N)=O)c1 (stereo not drawn),3%,.,0.0,61,i,7%,6%,-0.1%,38%,-1%,
CC1CCN(S(=O)(=O)c2ccc3c(c2)N(CC(=O)NCCCN2CCCC(C)C2)C(=O)CO3)CC1 (stereo not drawn),-16%,-3%,-0.4,75,.,-22%,10%,-0.2%,28%,2%,
C=CCOc1ccc(/C=C/C(=O)OCC(=O)NCCC2=CCCCC2)cc1,8%,1%,0.6,64,.,2%,-1%,-0.1%,19%,2%,
COc1ccc(C(=O)NC2CCN(Cc3c(F)cccc3Cl)CC2)cc1OC,13%,-5%,1.5,97,.,-9%,4%,-0.1%,5%,-6%,
CCOC(=O)C(=O)/C(C#N)=C/Nc1ccc(F)cc1,-10%,-2%,0.3,44,i,-1%,3%,-0.1%,10%,16%,
Cc1c(C(=O)Nc2cccc([N+](=O)[O-])c2)cnn1-c1ccccc1,3%,-6%,-0.6,48,.,12%,0%,0.2%,4%,10%,
Cc1c(C)c(C)c(S(=O)(=O)N2CCC3(CC2)OCCO3)c(C)c1C,2%,-4%,2.7,71,.,7%,4%,0.0%,11%,12%,
CCN(CC)CC(=O)NC1CC(C)(C)Cc2c1cnn2-c1ccc(F)cc1 (stereo not drawn),12%,-1%,-0.1,62,.,6%,9%,-0.3%,13%,4%,NS5 inhibitors pilot replicate=0.3
CC(=O)/C(N=Nc1cccc(C(F)(F)F)c1)=C(\C)O,8%,-4%,-0.5,30,i,9%,-14%,-0.4%,7%,-5%,
Cc1ccccc1/C=C/c1nc2ccccc2c(=O)[nH]1,-16%,-13%,5.9,58,i,11%,8%,-0.2%,9%,10%,
Cc1ccc(CN2CCN(Cc3cnn(-c4ccc(F)cc4)c3)CC2CCO)o1 (stereo not drawn),6%,-12%,0.2,70,i,10%,7%,0.2%,10%,6%,
COC(=O)c1[nH]c(C)c(/C(O)=C2\C(=O)C(=O)N(CCN(C)C)C2c2ccccc2OC)c1C (stereo not drawn),-1%,-1%,-1.1,45,i,0%,-1%,-0.5%,5%,0%,
CCc1ccc(CNC(=O)C2CC(=O)N(CCc3ccc(C)cc3)C2)cc1 (stereo not drawn),2%,-12%,-0.5,48,i,8%,35%,-0.1%,0%,8%,
CCCn1c(N)c(C(=O)NS(=O)(=O)c2ccc(C)cc2)c(=O)n(C)c1=O,5%,-7%,-0.3,62,i,-5%,5%,-0.4%,5%,-6%,
COC(=O)C1CCN(c2cc(=O)n(Cc3ccc(F)cc3)c(=O)[nH]2)CC1,-2%,2%,0.5,33,i,3%,-7%,-0.3%,11%,7%,
CCOC(=O)/C=C/C(=O)Nc1ccc(S(=O)(=O)Nc2nccs2)cc1,-4%,8%,-0.8,88,.,14%,4%,-0.1%,15%,-6%,
O=C(COc1nnc2ccccn12)N1CCN(S(=O)(=O)c2ccccc2)CC1,.,2%,-1.3,52,i,9%,.,.,.,.,
O=C(Cn1c(=O)oc2ccccc21)Nc1nc(-c2ccc(Br)cc2)cs1,41%,-2%,-0.8,67,i,8%,13%,-0.3%,-2%,28%,
